Bioassay records (PubChem BioAssay)
BoNT A protease: inhibitors of Botulinum neurotoxin A light chain protease. inhibition, % at 10 µM. 360,000 compounds, 0.17% hits. multiplex microsphere protease substrate cleavage, flow cytometry; note: plate controls were buffer without enzyme for full effect and enzyme alone for no effect
BoNT-F LC inh: BoNT F light chain protease inhibition; Multiplex microsphere protease cleavage assay, flow cytometry; inhibition, % at 10 µM; 360,000 compounds, 0.22% hits; in the data active = inhibition above about 35%, passing the limit was not always enough; inconclusive = no clear call, values can overlap the other calls; note: plate controls were buffer without enzyme for full effect and enzyme alone for no effect
VHR inh abs: blocks human VHR1 dual specificity phosphatase. 290,000 compounds, 0.52% hits. recombinant VHR phosphatase, pNPP absorbance. inhibition, % at 13.3 µM; in the data active = inhibition above about 50%; note: some compounds called inactive have numbers as strong as hits
Target sequence (P51452 whole entry, looked up): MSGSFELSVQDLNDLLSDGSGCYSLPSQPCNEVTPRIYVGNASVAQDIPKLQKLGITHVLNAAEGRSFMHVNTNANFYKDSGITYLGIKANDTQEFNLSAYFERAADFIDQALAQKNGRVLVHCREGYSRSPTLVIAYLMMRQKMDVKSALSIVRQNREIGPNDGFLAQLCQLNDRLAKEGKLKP
SARS 3CLpro inh: SARS-CoV 3CLpro protease inhibition; recombinant SARS-CoV 3CLpro, quenched FRET peptide cleavage; inhibition, % at 6 µM; 290,000 compounds, 0.14% hits; AID 1706; in the data active = inhibition above about 12%
MazF activator: increases E. coli MazEF RNase cleavage of RNA; P0AE70; FAM/BHQ RNA-DNA oligo cleavage fluorescence, 5 h; activation, % at 20 µM; 350,000 compounds, 0.32% hits; AID 504720; in the data active = activation above about 50%
Target sequence (P0AE70 whole entry, looked up): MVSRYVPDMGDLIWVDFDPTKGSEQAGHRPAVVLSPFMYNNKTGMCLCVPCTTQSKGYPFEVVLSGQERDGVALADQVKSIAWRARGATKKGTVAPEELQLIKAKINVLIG
CCHF vOTU inh: blocks the CCHF virus ovarian tumor domain protease; CCHFV vOTU protease, Pep-AMC fluorescence; inhibition, % at 11.5 µM; 370,000 compounds, 0.55% hits; AID 651958; in the data active = inhibition above about 30%; note: 0% = vehicle wells with enzyme and 100% = no enzyme wells
Anthrax LF prot: blocks Bacillus anthracis lethal factor protease; inhibition, % at 10 µM; 360,000 compounds, 0.12% hits; AID 588501; multiplex microsphere protease cleavage assay, LF; note: plate controls were buffer without enzyme for full effect and enzyme alone for no effect
PrPC surface inh: inhibitors of human cell surface prion protein PrPC. P04156. TR-FRET read-out. inhibition, % at 13.8 µM. 370,000 compounds, 0.43% hits; in the data active = inhibition above about 24%; note: 0% = median of the test wells and 100% = reference compound wells
Rv3671c inh: inhibits the M. tuberculosis serine protease Rv3671c. P9WHR9. inhibition, % at 5.96 µM. 320,000 compounds, 0.048% hits; in the data active = inhibition above about 38%;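 note: extracellular domain of Rv3671c used as enzyme; 0% = enzyme with DMSO and 100% = no enzyme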
Target sequence (P9WHR9 whole entry, looked up, the tested form may be a part): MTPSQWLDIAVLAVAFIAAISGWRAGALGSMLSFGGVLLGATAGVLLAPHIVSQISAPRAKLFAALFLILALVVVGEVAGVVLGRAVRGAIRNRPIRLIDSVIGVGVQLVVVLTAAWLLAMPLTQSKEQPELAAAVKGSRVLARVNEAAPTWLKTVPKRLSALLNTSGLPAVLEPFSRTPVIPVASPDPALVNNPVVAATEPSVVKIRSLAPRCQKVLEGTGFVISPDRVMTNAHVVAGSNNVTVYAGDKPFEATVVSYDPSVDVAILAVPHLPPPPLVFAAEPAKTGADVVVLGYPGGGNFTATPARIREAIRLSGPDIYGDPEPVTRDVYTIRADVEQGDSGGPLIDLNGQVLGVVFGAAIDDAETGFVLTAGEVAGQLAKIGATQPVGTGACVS
PriA SSB inh: K. pneumoniae PriA-SSBct interaction inhibition | AID 1272365 | inhibition, % at 33 µM | AlphaScreen SSBct-PriA binding, biotinylated peptide | 430,000 compounds, 0.6% hits; in the data active = inhibition mostly above about 37%, no sharp cut-off; inactive = mostly below about 20%;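 note: plate controls were negative control peptide for no effect and reference peptide for full effect; strong numbers were not always called active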
An asterisk follows results filed as active; i = inactive; ? = inconclusive; . = no result given; & = joins results of further samples. Cut-off read from the data, not from the text of the source, unless noted: active = inhibition above about 30%; inconclusive = no clear call, values can overlap the other calls; inactive = below that. A portion of the library, so the mix of outcomes need not match the whole.

SMILES	BoNT A protease	BoNT-F LC inh	VHR inh abs	SARS 3CLpro inh	MazF activator	CCHF vOTU inh	Anthrax LF prot	PrPC surface inh	Rv3671c inh	PriA SSB inh
Cc1cc(Br)ccc1NC(=O)CNC(=O)CSc1n[nH]c(N)n1	1.3	40*	-9	-8	-8	-3	-9	0	7	-1
CC(C)CC(=O)N1CCN(Cc2cccc([N+](=O)[O-])c2)CC1	-4.7	-12	11	1	4	14	-4	-20	-3	-6
CSc1ccc(/C=C/C(=O)NC23CC4CC(CC(C4)C2)C3)cc1	-0.2	0	-2	-3	5	-16	2	-4	-11	0
CC(C)CC(=O)NC(=S)Nc1sc2c(c1C(N)=O)CCC2	-0.9	2	17	0	-1	14	2	-3	0	-15
COc1ccc(NC(=O)N2CCC(NC(=O)c3ccco3)CC2)cc1	-0.4	-8	19	-4	0	-10	4	0	2	-8
CC(=O)Nc1ccc(CN2CCN(CC(C)C)C(CCO)C2)cc1 (centres undefined)	-0.3	-4	22	0	-4	-9	1	-8	5	15
CN(C)C(=O)Oc1ccc2c(=O)c(Oc3ccccc3Br)coc2c1	-0.2	-12	-38	-4	7	10	-5	-1	-9	-8
O=C(N/N=C/c1ccc([N+](=O)[O-])cc1)c1cnccn1	.	.	17	1	2	-6	.	-20	7	i
CC12CN3CC(c4ccccc4)(CN(C1)C31CCCCC1)C2=O	-9.0	?	7	3	-4	2	0	1	5	9
Cc1cc(NS(=O)(=O)c2c(C(=O)N3CCOCC3)c(C)n(C)c2C)ccc1Br	8.7	11	17	-1	6	3	5	9	1	6
CC1CC(C)(C)N(C(=O)CN2C(=O)CCC2=O)c2ccccc21 (centres undefined)	-0.8	7	26	-5	9	4	4	2	-8	-2
COc1ccc(/C=C2\SC(=O)N(CCNC(=O)CN3C(=O)NC4(CCCC4)C3=O)C2=O)cc1	4.6	-5	.	.	5	8	-1	-9	5	6
Cc1c(NC(=O)Nc2ccc(Cl)c(Cl)c2)c(=O)n(-c2ccccc2)n1C	0.1	-5	-18	-4	-1	3	1	-7	-22	-15
CCOc1ccc(S(=O)(=O)NCCSc2ccccc2)cc1	-0.5	-2	46	6	-3	4	3	9	-9	-7
FC(F)(F)/C(=N\P(=S)(N1CCOCC1)N1CCOCC1)N1CCOCC1	?	13	3	-5	-3	.	-9	.	-4	.
CC(C)C[C@@H](CNCC(=O)[C@H](CC(C)C)NC(=O)c1[nH]cnc1C(=O)N[C@H](CN)CC(C)C)NC(=O)c1nc[nH]c1C(=O)N[C@@H](CC(=O)O)C(=O)O	0.2	3	.	.	-5	0	-9	0	.	-8
CC(C)NC(=O)c1ccc2c(c1)N(CC(=O)NC1CCCCC1)C(=O)C(C)(C)O2	-0.3	-4	25	3	4	5	-1	0	.	-22
CC1(C)CN(Cc2ccccc2)C(=O)[C@H]1CC(=O)Nc1ccc(Br)cc1	0.0	-8	.	.	2	7	-4	13	.	.
COc1ccc(C)c2sc(=NC(=O)c3ccccc3)n(C)c12	0.3	1	19	3	-9	8	-5	6	-5	0
COC(=O)CS(=O)(=O)c1cc(Br)cc2c1N(C(C)=O)CC2	-0.2	1	6	-3	9	12	0	-6	-1	-12
COc1cc(C(=O)NCCC(C)C)ccc1OCc1ccc(Cl)cc1Cl	-0.4	2	5	-1	4	-4	0	-4	-42	-6
CCc1ccc(C2CC(c3ccc(Cl)cc3)=NNC2=O)cc1 (centres undefined)	-0.9	-22	3	4	-4	13	-3	-2	-14	-12
CCOc1cc2[nH]c(=O)n(CCC(=O)NCc3ccc(OC)cc3)c(=O)c2cc1OCC	-0.5	-4	21	1	-3	13	7	2	8	-4
C[C@H](CO)N1C[C@H](C)[C@@H](CN(C)C(=O)Nc2ccc(C(F)(F)F)cc2)Oc2ccc(NS(=O)(=O)c3cccs3)cc2C1=O	-0.6	-10	.	.	2	3	-10	-4	-2	-5
CCN(CC)C(=O)C1CCCN(c2ccc([N+](=O)[O-])cc2)C1 (centres undefined)	-0.1	-4	4	2	0	18	-2	-12	-2	1
COc1ccc(-n2cnc3c(cnn3CCC#N)c2=N)cc1	-0.3	1	23	-3	0	2	1	9	-3	-17
CC(=O)C1=CCC(c2ccc(C(C)C)cc2)N(S(=O)(=O)c2ccc(C)cc2)C1 (centres undefined)	-1.0	-8	.	.	.	6	-4	8	.	.
Cc1ccc(C(=O)OCC(=O)Nc2ccc3[nH]c(=O)[nH]c3c2)o1	-7.7	-9	.	.	-17	-11	-6	-2	-7	8
C[C@H]1CN([C@@H](C)CO)C(=O)c2cccc(NC(=O)Nc3ccc(F)cc3)c2O[C@@H]1CN(C)Cc1ccc(C(=O)O)cc1	-0.9	3	.	.	10	-2	-16	-3	2	-7
COCCN(C(=O)Cn1nnc2ccccc21)C(C(=O)NC1CCCC1)c1cccc(OC)c1OC (centres undefined)	-0.1	-2	22	2	4	4	-3	2	5	-7
CCOc1ccccc1N1CC(C(=O)Nc2ccccc2CC)CC1=O (centres undefined)	0.2	-3	2	-4	-3	22	-3	2	9	7
CN1C=CC=C/C1=C(\C#N)c1nc2ccccc2[nH]1	-0.4	-6	11	-3	4	7	-3	-25	1	6
COC(=O)c1ccc(N2CCN(C)CC2)c(NC(=O)c2cccnc2)c1	-1.5	3	4	6	8	7	-8	0	-5	-6
CCOC(=O)[C@]12CCC=C1N(Cc1ccccc1)C(=O)[C@H](CC(=O)NCc1ccccc1)C2	0.0	-6	.	.	.	11	-2	7	.	.
Nc1nc(SCC(=O)Nc2ccc([N+](=O)[O-])cc2)[nH]c(=O)c1NC(=O)c1ccc(Br)cc1	-0.8	-3	2	-5	-2	-7	0	1	-142	20&-11
CCOCCCNC(=O)C(c1ccccc1)N(Cc1ccc2c(c1)OCO2)C(=O)c1ccccc1O (centres undefined)	-0.6	-3	7	4	2	-3	-7	-5	6	-14
CC(OC(=O)CCN=C1NS(=O)(=O)c2ccccc21)C(=O)Nc1ccccc1F (centres undefined)	2.6	-4	.	.	0	-3	1	2	1	6
CN(C(=O)Nc1ccc(Cl)cc1Cl)C1CCCC1	-1.0	-2	3	-1	-9	12	-1	3	-2	4
COc1ccc(-n2nc(C(=O)Nc3ccc4c(c3)OCO4)c3c4ccccc4n(C)c3c2=O)cc1	-0.4	1	2	7	-9	20	0	2	0	-20
COc1cc(C(=O)Nc2c(C(=O)O)[nH]c3ccccc23)cc(OC)c1OC	-4.5	-23	-66	1	5	0	1	-10	.	-15
CCN(Cc1ccccc1)Cc1c(C)[nH]c2c(C)c(C)ccc2c1=O	?	-4	10	-1	9	2	-4	-10	-3	-6
FC(F)(F)c1nc2ccccc2nc1N/N=C\c1ccccc1	-0.4	-7	21	-5	7	6	-5	-1	4	.
C/C(NC(=O)c1ccccc1)=C1/C(=O)CC2C1C2(C)C (centres undefined)	-0.8	-25	1	5	1	21	-8	-4	-10	-6
COc1ccc(C2NC(=O)NC(c3ccccc3)=C2c2nc3ccccc3s2)cc1 (centres undefined)	-0.4	-8	31	6	-2	-15	-4	3	2	14
COc1ccccc1N1CCN(C(=O)c2oc3ccc(Br)cc3c2C)CC1	0.1	0	-2	0	-11	11	1	5	4	-17
C/C(=N\NC(=O)Cn1c(-c2ccccn2)nc2ccccc21)c1ccccc1	-0.8	-4	2	-2	4	-10	0	2	-10	.
O=C(NCC1CCCO1)c1ccc2c(c1)N(Cc1ccccc1)C(=O)CS2 (centres undefined)	-1.9	9	2	1	9	-13	0	9	-2	-8
CC12CCC(C(=O)Nc3ccc4c(c3)OCCO4)(OC1=O)C2(C)C (centres undefined)	-1.6	-3	15	6	-4	-5	1	6	-1	0
Cc1ccc(S(=O)(=O)Nc2ncccn2)cc1	-4.3	-25	7	5	-2	0	3	5	-1	-7
F[B-](F)(F)c1cnc2ccccc2c1	-0.3	-7	.	.	8	-4	-1	-3	.	-6
O=C(N/N=C/c1cccc(Br)c1)c1ccc(Cn2cc(Br)cn2)o1	-0.2	-10	3	-5	-5	-11	-2	-2	-27	.
Cc1c(NC(=O)c2cc3c(=O)n4ccccc4nc3s2)c(=O)n(-c2ccccc2)n1C	-0.4	4	25	0	13	-5	-1	-3	-3	-2
O=C1c2ccccc2NC(c2ccc(F)cc2)N1Cc1ccco1 (centres undefined)	-0.6	-3	23	6	-3	-92	-2	-5	4	-6
COc1ccc([N+](=O)[O-])cc1NC(=O)CCN1CCN(c2ccccc2OC)CC1	-0.8	-7	4	3	2	-4	0	-5	5	-13
CC1(C(=O)NCc2ccc(F)cc2)Oc2ccccc2NC1=O (centres undefined)	-0.3	-5	-14	2	2	-1	-3	0	3	-2
CCN(CC)C(=O)[C@H]1CC(CC(=O)NCc2ccc(OC)c(OC)c2)C(=O)N2CCc3c([nH]c4ccccc34)[C@]12C (some centres undefined)	-0.3	-4	.	.	4	-1	-4	-3	-9	3
COc1cccc(NC(=O)CSc2nncn2N)c1	0.0	14	-3	-4	10	12	0	11	-4	-24
CC(NC(=O)c1ccc(S(=O)(=O)N(C)C)cc1)c1ccc(-n2ccnc2)cc1 (centres undefined)	-5.6	-10	21	-2	9	-13	15	2	0	4
CCCCCc1c(-c2ccc(OC)c(OC)c2)ncn1CCc1ccccc1OC	-0.2	10	.	.	.	25	-5	22	.	.
S=C(S)N1CCCC1	0.5	12	.	.	5	-1	2	-4	-2	-5

2 entries picked at random from the list so far, as already listed:
SMILES	BoNT A protease	BoNT-F LC inh	VHR inh abs	SARS 3CLpro inh	MazF activator	CCHF vOTU inh	Anthrax LF prot	PrPC surface inh	Rv3671c inh	PriA SSB inh
CC12CCC(C(=O)Nc3ccc4c(c3)OCCO4)(OC1=O)C2(C)C (centres undefined)	-1.6	-3	15	6	-4	-5	1	6	-1	0
CCN(Cc1ccccc1)Cc1c(C)[nH]c2c(C)c(C)ccc2c1=O	?	-4	10	-1	9	2	-4	-10	-3	-6

Continuation.
SMILES	BoNT A protease	BoNT-F LC inh	VHR inh abs	SARS 3CLpro inh	MazF activator	CCHF vOTU inh	Anthrax LF prot	PrPC surface inh	Rv3671c inh	PriA SSB inh
CC1CCN(C(=O)c2ccc(S(=O)(=O)Cc3cccc(F)c3)c([N+](=O)[O-])c2)CC1	0.1	-4	4	0	-6	-20	3	-3	1	-16
CC(C)OC(=O)CC1C(=O)NCCN1C(=S)NC(=O)c1ccccc1Cl (centres undefined)	0.3	-1	22	-1	-13	-4	0	0	4	10
O=C(Nc1ccc(N2CCN(C(=O)c3ccc(Cl)cc3)CC2)cc1)c1ccc(Br)o1	-0.1	-5	17	-1	3	-3	-7	14	9	25
CCn1c(SC)nnc1-c1nn(-c2ccccc2)ccc1=O	-1.0	-3	13	-4	1	-11	-6	2	2	-3
Cc1cc(NC(=O)CSc2nnc(-c3ccncc3)n2N)ccc1Br	0.8	17	15	8	7	13	-1	6	-5	-19
Cc1ccc(-n2ncc3c2CC(C)(C)CC3NC(=O)Cc2c(C)noc2C)cc1 (centres undefined)	0.6	-3	34	-4	6	-1	1	-2	-1	-1
Cn1cc(C=O)c(-c2ccc3c(c2)OCCCO3)n1	0.0	-6	15	-5	3	16	-8	5	2	-10
O=[N+]([O-])c1cnc(Nc2ccccc2)nc1Nc1ccccc1	-0.6	-3	27	-4	2	-11	-9	5	-8	-8
CN1CCN(C(=O)c2cc3nc(-c4ccc(Cl)cc4)cc(C(F)(F)F)n3n2)CC1	-2.5	-34	19	2	-2	4	0	-14	-3	-4
O=C(N/N=C\c1ccc([N+](=O)[O-])s1)C1COc2ccccc2O1 (centres undefined)	-1.2	-5	37	1	6	-4	-2	-13	-5	.
N=c1c[n+](N2CCOCC2)[n-]o1	1.4	4	-3	-1	353*	-6	3	2	-7&-2	-30
